# From PubChem
# MmCpn inh = blocks the Methanococcus maripaludis chaperonin Mm-Cpn; purified Mm-Cpn ATPase, ADP Transcreener TR-FRET; Potency, µM (highest dose often 76.9 µM), for the others: top-dose activity, negative = inhibition, hits mostly inhibitors; 330,000 tested, 0.031% active; AID 504842; note: potency is the fitted concentration of half-maximal effect; % is set by controls: 0 for no effect and ±100 for the full control effect; nearly all actives have a fitted effect of over 80% in size
#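 TR-FRET (320 nm excitation; 590 and 665 nm emission) reports ADP made from 10 uM ATP by 25 nM enzyme; compounds were preincubated 10 min, reaction run 30 min, both at 37°C.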
# pAkt inh = Akt phosphorylation inhibition; Neuro2A IGF-stimulated pAkt S473 HTRF, 20 min; hits give low values; activity change, % for hits at 50 µM; 360,000 tested, 0.32% active; AID 651550; in the data active = activity change below about -80%; inconclusive = mostly about -51% to -80%; note: % is set by controls: 0 for no effect and ±100 for the full control effect
#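 Neuro2A cells (4,500/well, DMEM with 0.5% FBS) were treated with compound at a single 50 µM final concentration, stimulated with 6 nM IGF for 20 min at 37 °C, and lysed. Phospho-Akt Ser473 was read by HTRF as 665/615 ratio ×10^4.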
# PTHR1 ag = activates the human parathyroid hormone receptor PTHR1 | HEK293 GP2 PTHR1 cells, GloSensor cAMP luminescence, 1 h | Potency, µM (highest dose often 115 µM), for inactives: top-dose activation, most hits filed as activators | 410,000 tested, 0.075% active | AID 743266; note: potency is the fitted concentration of half-maximal effect; nearly all actives have a fitted effect of over 55% in size; some results filed as inactive show a strong effect at the top dose; inactives centre near -15; many of its hits are not listed in these tables
#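 HEK-293-derived GP2 cells expressing PTHR1 and a GloSensor cAMP reporter, 3,000/well, plated overnight, given luciferin plus IBMX (each 0.5 mM as added) for 1 h at 37 °C, then compound for 1 h at 37 °C. Luminescence was read after 15 min at room temperature.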
# EPAC2 ag = agonists of human EPAC2 (RAPGEF4); Q8WZA2; EPAC2 activation, biochemical qHTS; response scale: 100% = 6.5 mM cAMP response; Potency, µM (doses to about 154 µM), for the others: at the highest dose activation, most hits filed as activators; 360,000 tested, 0.079% active; note: potency is the fitted concentration of half-maximal effect; nearly all actives have a fitted effect of over 50% in size
# Target sequence (Q8WZA2 whole entry, looked up): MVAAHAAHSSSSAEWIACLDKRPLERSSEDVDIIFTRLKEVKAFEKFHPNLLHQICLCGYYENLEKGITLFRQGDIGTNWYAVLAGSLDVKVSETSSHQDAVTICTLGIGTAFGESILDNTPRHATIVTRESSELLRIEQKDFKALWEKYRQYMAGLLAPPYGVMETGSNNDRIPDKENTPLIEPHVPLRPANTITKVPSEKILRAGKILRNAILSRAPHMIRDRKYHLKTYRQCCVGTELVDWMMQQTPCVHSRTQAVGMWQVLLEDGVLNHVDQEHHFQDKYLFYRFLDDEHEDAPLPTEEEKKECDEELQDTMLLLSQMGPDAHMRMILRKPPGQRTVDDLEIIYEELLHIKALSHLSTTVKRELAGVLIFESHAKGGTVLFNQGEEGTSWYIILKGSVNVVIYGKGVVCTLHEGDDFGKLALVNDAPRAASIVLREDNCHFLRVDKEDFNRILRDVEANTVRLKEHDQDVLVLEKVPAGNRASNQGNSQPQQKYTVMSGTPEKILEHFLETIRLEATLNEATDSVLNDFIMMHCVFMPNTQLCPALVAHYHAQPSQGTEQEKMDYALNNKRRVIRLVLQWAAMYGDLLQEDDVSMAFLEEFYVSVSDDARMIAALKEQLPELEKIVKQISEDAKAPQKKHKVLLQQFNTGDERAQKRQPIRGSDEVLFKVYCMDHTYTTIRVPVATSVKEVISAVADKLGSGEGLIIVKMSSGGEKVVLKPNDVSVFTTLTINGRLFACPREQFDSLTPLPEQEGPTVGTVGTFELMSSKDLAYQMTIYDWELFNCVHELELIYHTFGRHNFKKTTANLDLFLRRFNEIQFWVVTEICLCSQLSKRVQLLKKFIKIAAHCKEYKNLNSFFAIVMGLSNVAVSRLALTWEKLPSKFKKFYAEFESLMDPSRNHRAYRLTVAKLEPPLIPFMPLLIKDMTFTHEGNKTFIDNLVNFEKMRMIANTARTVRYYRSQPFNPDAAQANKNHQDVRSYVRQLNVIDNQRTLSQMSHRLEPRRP
#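 Exchange assay: 100 nM EPAC2 with 250 nM Rap1B-BODIPY-GDP and 50 uM GDP. Fluorescence (ex 480/em 540 nm) read every 5 min for 30 min at room temperature. Data normalized to 6.5 mM cAMP as agonist control.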
# DRD3 antagonist = D3 dopamine receptor (human) antagonism | D3R cells, DiscoveRx beta-arrestin luminescence, antagonist mode; hits give low values | max response, negative = inhibition, % | 360,000 tested, 2.5% active; in the data active = max response below about -50%; inconclusive = no clear call, values can overlap the other calls; note: % is set by controls: 0 for no effect and ±100 for the full control effect; mostly tested at two doses, the higher about 12 µM
#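 Cells expressing the human receptor were seeded at 1500 cells/well, incubated overnight at 37 degrees C in 5% CO2, then exposed to library compounds with dopamine controls for 90 minutes at 37 degrees C before luminescent detection.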
# CCT chaperon mod = changes cytosolic chaperonin activity | activity change, % (test concentration not listed), hits read low | 360,000 tested, 0.3% active | purified chaperonin ATPase assay, HTRF ADP detection, 30 min; in the data active = activity change below about -30%; note: % is set by controls: 0 for no effect and ±100 for the full control effect
#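 TRiC (40 or 20 nM final, by batch activity) in 30 mM Tris pH 7.4, 100 mM KCl, 5 mM MgCl2, 1 mM DTT was treated with compound at 76 uM single dose, then 10 uM ATP, 30 min at 37 °C. ADP was read by HTRF Transcreener.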
# DRD3 agonist = D3 dopamine receptor (human) agonism; P35462; max activation, %; D3R DiscoveRx beta-arrestin cells, luminescence, 90 min; 410,000 tested, 0.58% active; in the data active = max activation above about 30%; note: 0% is about no effect; mostly tested at two doses, the higher about 12 µM
#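 Agonist-mode cell screen: cells plated at 1500/well and incubated overnight at 37 °C, then exposed to library compounds for 90 min at 37 °C. Detection reagent was added for 30–60 min at room temperature, and luminescence was read.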
# EPAC2 antag = antagonists of human EPAC2 | EPAC2 GEF exchange of Rap1B-BODIPY-GDP, fluorescence | Potency, µM (titrated, usually from 114 µM), for the others: at the top dose activity, negative = inhibition, usual class: inhibitors | Q8WZA2 | 360,000 tested, 0.18% active; note: potency is the fitted concentration of half-maximal effect; % is set by controls: 0 for no effect and ±100 for the full control effect; nearly all actives have a fitted effect of over 45% in size; many of its hits are not listed in these tables
# The depositor's hits bear a star; i = inactive; ? = inconclusive; · = not tested or not shown; & = joins results of further samples; [ ] = dose if it differs, or a comment. Unless noted, calls come from the whole dose curve; as a rule, active = well fitted curve in the direction sought with a large enough effect; inconclusive = small, poorly fitted or top-dose-only effect, or another doubt; inactive = no such curve, though single readings can be large; an effect the other way counts as inactive or inconclusive.
# Values in the order – MmCpn inh, pAkt inh, PTHR1 ag, EPAC2 ag, DRD3 antagonist, CCT chaperon mod, DRD3 agonist, EPAC2 antag
(1) CCc1nnc(NC(=O)c2ccc(S(=O)(=O)N(C)c3ccccc3)cc2)o1
→ 0%, i, i, 15%, -5, -0.6, -1, -14%
(2) CCOC(=O)C1(CCCc2ccccc2)CCN(Cc2ccn[nH]2)CC1
→ 3%, i, i, 0%, -19, 0.1, -18, -25%
(3) COc1ccc(NC(=O)N2CCCC2C(=O)Nc2ccccc2)cc1 (stereo not drawn)
→ 1%, i, i, 1%, 33, -0.5, 6, -5%[57.1 µM]
(4) CCCn1c(SCC(=O)NCc2ccc(F)cc2)n[nH]c1=O
→ -5%, i, i, 19%, 0, -2.6, -2, 4%
(5) CN(CC(=O)Nc1cccc(Cl)c1)S(=O)(=O)/C=C/c1ccccc1
→ ·, i, i, 13%, 19, -1.0, 2, -8%
(6) Cc1ccc(S(=O)(=O)N(CCC(=O)Nc2ccc(OC(F)(F)F)cc2)c2ccccc2)cc1
→ -1%, i, i, -23%, 3, 2.4, -4, -16%
(7) COc1cc2[nH]c(=S)n(CCN3CCOCC3)c(=O)c2cc1OC
→ 2%, i, i, 5%, -7, -1.3, 0, -2%
(8) COc1ccccc1NC(=O)c1cc2c(CO)cnc(C)c2oc1=Nc1ccccc1
→ -4%, i, 12%, 6%, 21, -2.7, 2, 8%
(9) Cc1ccc(S(=O)(=O)NCC(=O)N/N=C/c2ccccc2O)cc1
→ 1%, i, i, 4%, -2, -0.2, 5, -2%
(10) CC1(c2cccc(Br)c2)NC(=O)N(CC(=O)NC2CCCCC2)C1=O (stereo not drawn)
→ 0%, i, -22%, -1%, 6, 0.1, -20, 7%
(11) COC(=O)/C(=C/c1ccco1)NC(=O)c1ccco1
→ -1%, i, -22%, 5%, 21, -3.4, 6, 21%
(12) O=C(Nc1cccc([N+](=O)[O-])c1)Nn1cnnc1
→ 4%, i, -6%, 8%, -9, -0.9, -7, 6%
(13) COc1ccc(CNC(=O)CCNS(=O)(=O)c2ccc(C)cc2)cc1
→ 2%, i, -19%, -3%, 6, -0.7, -7, 0%
(14) COc1ccc(NC(=O)Cn2c(-c3ccccc3)cc(C(C)=O)c2C)c(OC)c1
→ ?, i, i, -8%, 4, 1.4, 4, -6%
(15) Cc1ccc(CO/N=C/c2c(O)cc(C)oc2=O)cc1
→ 0%, i, -15%, 0%, ?, 1.9, -10, 4%
(16) CCN(CC)S(=O)(=O)c1ccc2c(c1)c(=O)c(C(=O)N1CCOCC1)cn2C
→ -1%, i, -6%[57.5 µM], -10%, 27, -14, 0, 4%
(17) COc1ccc(CNC(=O)CCCn2c(=O)c3cccn3c3cccnc32)cc1
→ ·, i, -22%&-8%, -3%, -13, -1.3, -15&0, 14%
(18) Cc1ccccc1OCC(=O)NC(C)c1ccccc1 (stereo not drawn)
→ 1%, i, -4%, 4%, 32, 1.6, -5, -17%
(19) CCCn1nnc(NC(=O)/C=C/c2ccccc2)n1
→ -6%, i, i, -5%, 8, 4.8, 7, 5%
(20) CCN(CC)S(=O)(=O)c1cc(C(=O)Nc2cc(S(=O)(=O)N3CCOCC3)ccc2N2CCCC2)ccc1F
→ 2%, i, i, -3%, 11, -1.5, -1, 20%
(21) Clc1ccc2c(c1)C1=C(C(c3ccncc3)O2)C(c2ccc(Br)cc2)n2ncnc2N1 (stereo not drawn)
→ 3%, i, -23%[57.5 µM], 0%, -20, 2.2, -18, -5%
(22) CC(Nc1c[nH]c(=O)[nH]c1=O)c1ccccc1 (stereo not drawn)
→ -2%, i, -16%, 4%, -27, 1.4, -7, 19%
(23) CCC(C)(C)NC(=O)CCCSc1nc2ccccc2s1
→ -1%, i, -9%, 1%, 7, -1.9, 2, -6%
(24) CC(C)C(=O)N1CCC1(C)C(=O)NS(=O)(=O)c1cccs1 (stereo not drawn)
→ ·, i, i, 11%, -63*, 1.0, -9, 3%
(25) Cc1cc(C)n2nc(SCC(=O)N/N=C/c3ccccc3F)nc2n1
→ 0%, i, 23%[57.5 µM], -2%, 3, 0.1, -15, -1%
(26) CCCCN(C(=O)c1ccc(COc2ccccc2)o1)c1c(N)n(CC(C)C)c(=O)[nH]c1=O
→ 3%, i, -16%, 2%, 7, 1.0, 7, 3%
(27) COc1ccc(C2(CNC(=O)c3cc(OC)c(OC)c(OC)c3)CCCC2)cc1OC
→ ·, i, i, -2%, 0, 1.9, 12, 1%
(28) CCOc1ccc(NC(=S)NCCCc2ccccc2)cc1
→ -1%, i, -28%, 15%, 13, 0.5, 4, -5%
(29) CC1C/C(=N\NC(N)=S)c2cc(Cl)ccc2S1 (stereo not drawn)
→ -13%, i, -16%, 10%, -28, 1.0, -14, 17%
(30) COc1cccc(CNS(=O)(=O)c2c(C)nc3scc(C)n3c2=O)c1
→ -4%, i, -24%, 0%, 12, -2.9, 0&-9, 5%
(31) CC1CCCN(C(=O)CNS(=O)(=O)c2cccs2)C1 (stereo not drawn)
→ 3%, i, i, 11%, 0, -0.6, 0, 1%
(32) O=C(Cc1ccccc1)c1ccccn1
→ ·, i, i, -3%, 16, -2.3, 1, 0%
(33) CCC(C(=O)O)N1C(=O)/C(=C/c2cccn2C)SC1=S (stereo not drawn)
→ -4%, i, -28%, 19%, -4, -1.2, -2, -15%
(34) CCC(C(=O)c1ccccc1)P(=O)(NN)c1ccccc1 (stereo not drawn)
→ -10%, i, i, 3%, 15, 2.3, 3, 11%
(35) O=C(CC12CCC(CC1)C2)NCc1ccc2c(c1)OCO2
→ -2%, i, i, 5%, 2, 0.2, 3, -3%
(36) CCOc1ccc(NC(=O)C2Cc3ccccc3CN2S(=O)(=O)CC)cc1 (stereo not drawn)
→ 0%, i, i, 3%, 1, -1.3, 1, -8%
(37) COc1ccccc1CN1[C@@H](CC(=O)O)c2ccccc2S1(=O)=O
→ ·, i, i, 7%, -54*, -2.8, 8, 5%
(38) O=C(CNC(=O)c1ccc2c(c1)OCCO2)N/N=C/c1ccc(Cl)cc1
→ 3%, i, -17%, 9%, 6, 0.1, -4, 6%
(39) Cc1ccc(C(=O)N(NC2=NS(=O)(=O)c3ccccc32)S(=O)(=O)c2ccc(C)cc2)cc1
→ 0%, i, -8%, -1%, -8, -1.8, -15, -7%
(40) CC(C)(C)[C@H]1COC(=O)[C@H](NC(=O)OCC2c3ccccc3-c3ccccc32)C/C=C\C[C@@H](CC(=O)N[C@H](CO)Cc2ccccc2)C(=O)N1
→ 3%, i, -15%, 11%, 4, -1.2, -9, -22%
(41) CC(C)C(C)NC(=O)COc1ncnc2ccccc12 (stereo not drawn)
→ -1%, i, -25%, -2%, 12, 0.7, 1, 2%
(42) CCOc1ccc(N2C(=O)CC(SC(=NC)Nc3ccc(F)cc3)C2=O)cc1 (stereo not drawn)
→ -1%, i, i, -11%, 6, 3.1, -3, 5%
(43) Cc1noc(C)c1NC(=O)N(C)C[C@H]1Oc2c(cccc2N(C)C)C(=O)N([C@H](C)CO)C[C@@H]1C
→ ·, i, -12%, 8%, 0, -4.6, 0, 23%
(44) Cc1ccccc1-n1nnnc1SCC(=O)NC1CC1
→ 0%, i, -6%, 12%, 5, -1.8, 10, 2%
(45) Nc1ccccc1C(=O)C[C@H](N)C(=O)O
→ ·, i, -32%[inhibitor], 9%, 1, -4.8, -4, -5%
(46) CCOc1ccc(/C=C/c2[nH]c(=O)[nH]c(=O)c2[N+](=O)[O-])cc1
→ 1%, i, i, 15%, -18, -2.1, -2, 1%
(47) CCOc1ccccc1NC(=O)CSc1nnc2ccc(-c3cccnc3)nn12
→ 0%, i, -3%, -3%, -4, -3.1, -2, -6%
(48) CCOc1cc2c(cc1OCC)C(C(=O)O)C(c1cc(OC)c(OC)c(OC)c1)N(C)C2=O (stereo not drawn)
→ -4%, i, -13%, 4%, -2, -2.6, -2, 6%
(49) c1ccc2c(c1)nc(N1CCCCCC1)c1ccccc12
→ 0%, i, -21%, 18%, -6, 0.5, -7, -11%
(50) C/C1=C\CCC2C(/C=C(\C)CC1)OC(=O)C2CN1CCCCC1 (stereo not drawn)
→ -7%, i, 1%, 9%, -10, 0.2, -26, 9%
(51) CN1CCN(C(=S)NC(=O)c2ccco2)CC1
→ 1%, i, -3%, -5%, 12, -11, 3, -1%
(52) O=C(CCCN1CCC(C(=O)c2ccc(F)cc2)CC1)c1ccc(F)cc1
→ -1%, i, -73%[inhibitor], 7%, -101*, -0.7, -23&-23, -4%
(53) CC(C)(C)C(=O)OCc1cn(-c2ccccc2)nn1
→ -3%, ?, -35%[inhibitor], -6%, -6, 1.6, 1, 9%
(54) CCCNC(=O)c1c(N)n(-c2ccc3c(c2)OCO3)c2nc3ccccc3nc12
→ -5%, i, i, -3%, 3, -1.5, 0, 9%
(55) C[n+]1ccc(/C=C/c2ccccc2O)c2ccccc21
→ -15%, i, i, 18%, -7, -2.3, -4, 16%
(56) COc1ccc(CC(=O)OCC(=O)N(C)C2CCS(=O)(=O)C2)cc1OC (stereo not drawn)
→ 1%, i, -6%, 4%, -16, -10, -6, -1%

# Gathered by group, the entries above with two or more sulfur atoms
# Values in the order – MmCpn inh, pAkt inh, PTHR1 ag, EPAC2 ag, DRD3 antagonist, CCT chaperon mod, DRD3 agonist, EPAC2 antag
(20) CCN(CC)S(=O)(=O)c1cc(C(=O)Nc2cc(S(=O)(=O)N3CCOCC3)ccc2N2CCCC2)ccc1F
→ 2%, i, i, -3%, 11, -1.5, -1, 20%
(23) CCC(C)(C)NC(=O)CCCSc1nc2ccccc2s1
→ -1%, i, -9%, 1%, 7, -1.9, 2, -6%
(24) CC(C)C(=O)N1CCC1(C)C(=O)NS(=O)(=O)c1cccs1 (stereo not drawn)
→ ·, i, i, 11%, -63*, 1.0, -9, 3%
(29) CC1C/C(=N\NC(N)=S)c2cc(Cl)ccc2S1 (stereo not drawn)
→ -13%, i, -16%, 10%, -28, 1.0, -14, 17%
(30) COc1cccc(CNS(=O)(=O)c2c(C)nc3scc(C)n3c2=O)c1
→ -4%, i, -24%, 0%, 12, -2.9, 0&-9, 5%
(31) CC1CCCN(C(=O)CNS(=O)(=O)c2cccs2)C1 (stereo not drawn)
→ 3%, i, i, 11%, 0, -0.6, 0, 1%
(33) CCC(C(=O)O)N1C(=O)/C(=C/c2cccn2C)SC1=S (stereo not drawn)
→ -4%, i, -28%, 19%, -4, -1.2, -2, -15%
(39) Cc1ccc(C(=O)N(NC2=NS(=O)(=O)c3ccccc32)S(=O)(=O)c2ccc(C)cc2)cc1
→ 0%, i, -8%, -1%, -8, -1.8, -15, -7%

# These rows are one share of the data, so the mix of outcomes need not match the whole.
